Bioassay records: PubChem, National Center for Advancing Translational Sciences (NCATS)
B2AR arrestin – recruits beta-arrestin to the human beta2-adrenergic receptor | Potency, µM (top dose mostly 46.1 µM), for inactives: top-dose activation, hits mostly activators | 330,000 tested, 0.02% active | beta-arrestin recruitment to beta2AR, cell-based reporter | P07550;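 also: potency is read from the fitted curve at half-maximal effect; 0% = DMSO controls and full agonism = EC100 isoproterenol or metaproterenol; nearly all actives have a fitted effect of over 65% in size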
Target sequence (P07550 whole entry, looked up): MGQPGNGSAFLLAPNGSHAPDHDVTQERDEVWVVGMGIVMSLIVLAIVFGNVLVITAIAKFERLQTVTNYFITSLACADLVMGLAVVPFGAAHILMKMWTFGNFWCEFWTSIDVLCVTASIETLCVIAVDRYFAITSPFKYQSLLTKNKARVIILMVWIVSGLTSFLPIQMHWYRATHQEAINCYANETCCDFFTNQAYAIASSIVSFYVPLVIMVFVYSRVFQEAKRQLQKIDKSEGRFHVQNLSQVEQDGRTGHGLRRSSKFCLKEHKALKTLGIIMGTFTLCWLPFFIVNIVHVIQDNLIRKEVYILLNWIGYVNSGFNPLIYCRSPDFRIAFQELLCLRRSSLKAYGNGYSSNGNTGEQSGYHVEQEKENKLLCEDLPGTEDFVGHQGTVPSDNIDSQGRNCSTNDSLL
TSHR antag – blocks TSH signaling through the human TSH receptor | P16473 | TSHR-expressing cells, TSH-stimulated cAMP HTRF, 2 h; stronger effect = lower value | activity change, negative = inhibition, % at 11.5 µM | 330,000 tested, 0.2% active;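 active = activity change below a set negative limit, meaning inhibition stronger than a set level, cut at about -70% in these data; inconclusive = activity change between two set negative limits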; also: % is scaled to controls: 0 for no effect and ±100 for the full control effect
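TSHR-expressing cells were treated with compounds, then stimulated with TSH at EC80 (4nM final) for 2 hours at 37 deg C. Cellular cAMP was measured by HTRF competition between lysate cAMP and cAMP-d2 for a cryptate-labelled anti-cAMP antibody.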
Chronic BCR inh – inhibitors of chronic active B-cell receptor signaling | AID 493014 | ABC-DLBCL IkBa-CBG/CBR reporter, luminescence ratio, 4 h | 340,000 tested, 0.05% active | Potency, µM (doses to about 46.1 µM), for inactives: top-dose ratio change, negative = lower green/red ratio, actives largely listed as inhibitors; active = well fitted inhibition curve with a large enough effect in the signal ratio, with a control signal flat, not every such curve was filed as active; inconclusive = small, poorly fitted or top-dose-only effect, or effect the other way, or a change in a side signal; the % refers to the signal ratio;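 also: potency is read from the fitted curve at half-maximal effect; plate controls were basal doxycycline-induced cells for no effect and cells given 10 µM MG132 for full effect; MG132 reads +100%, hits lower the ratio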
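Doxycycline induced both beetle luciferases in TMD8 lymphoma cells; IKK-driven degradation limits the IkappaBalpha-fused green signal, while red luminescence normalises for cell number and nonspecific effects. Compounds tested up to 46 uM, 4 hrs.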
TSG101-PTAP inh – blocks PTAP/TSG101 interaction to inhibit HIV-1 budding; Q99816; Fluorescence polarization, FITC-PTAP peptide / Tsg101 binding; Potency, µM (series often up to 115 µM), for inactives: top-dose activity change, negative = inhibition, hits mostly inhibitors; 340,000 tested, under 10 active; AID 493005; active = well fitted inhibition curve with a large enough effect in the main read-out, with a control signal flat, not every such curve was filed as active; inconclusive = small, poorly fitted or top-dose-only effect, or effect the other way, or a change in a side signal; inactive = no such curve, though single readings can be large or run the other way; also: potency is read from the fitted curve at half-maximal effect; % of control where 0% means no effect
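Fluorescence anisotropy tracks displacement of a FITC-tagged PTAP peptide (50 nM) from the Tsg101 binding domain (10 uM), following a 20 min room-temperature incubation at pH 7.5.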
USP2a block – USP2a (human) protease inhibition | USP2 core, Ub-CHOP2 coupled fluorogenic reporter, 485/531 | Potency, µM (doses to about 38.3 µM), inactives show at the highest dose activity change, negative = inhibition, usual class: inhibitors | 330,000 tested, 0.01% active | AID 463254;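 also: potency is read from the fitted curve at half-maximal effect; plate controls were DMSO wells for no effect and full inhibition by NEM control for full effect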
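Cell-free coupled assay: 10nM USP2 core preincubated 30min RT with compound in Tris-HCl pH 8.0/CaCl2/CHAPS buffer, then 25nM Ub-CHOP2 and 25nM reporter substrate; fluorescence (Ex 485/Em 531) read after 60min RT, normalized to NEM inhibition, concentration-response curves fitted.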
Tb PFK inh – T. brucei PFK enzyme inhibition | 330,000 tested, 0.17% active | T. brucei PFK, ADP-Glo luminescence | O15648 | Potency, µM (highest dose often 57.5 µM), inactives show at the top dose activity, negative = inhibition, actives largely listed as inhibitors | AID 485367;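 also: potency is read from the fitted curve at half-maximal effect; 0% = uninhibited 1x PFK enzyme wells and -100% = no-enzyme wells; nearly all actives have a fitted effect of over 60% in size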
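Luminescent ADP detection (ADP-Glo, two-step: ATP depletion then ADP-to-ATP conversion for luciferase) reported PFK activity after 45 min room-temperature reaction of 1.25 nM enzyme with 0.5 mM F6P and 0.1 mM ATP at pH 8.0.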
uPA surface inh – blocks generation of uPA at the cell surface | Potency, µM (doses to about 38.3 µM), inactives show at the top dose activity change, negative = inhibition, most hits filed as inhibitors | cell surface uPA generation assay, qHTS | AID 540303 | 330,000 tested, 0.31% active; active = well fitted inhibition curve with a large enough effect; inconclusive = small, poorly fitted or top-dose-only effect; inactive = no such curve, though single readings can be large or run the other way; tested in mouse RAW 264.7 cells; also: potency is read from the fitted curve at half-maximal effect; % is scaled to controls: 0 for no effect and ±100 for the full control effect; nearly all actives have a fitted effect of over 55% in size
Eya2 phos inh – inhibitors of human Eya2 phosphatase activity. recombinant Eya2, OMFP fluorescence dephosphorylation (OMFP is methylfluorescein phosphate). O00167. 330,000 tested, 0.006% active. Potency, µM (top dose mostly 76.9 µM), inactives show at the highest dose activity, negative = inhibition, actives largely listed as inhibitors; also: potency is read from the fitted curve at half-maximal effect; % is scaled to controls: 0 for no effect and ±100 for the full control effect
Target sequence (O00167 whole entry, looked up): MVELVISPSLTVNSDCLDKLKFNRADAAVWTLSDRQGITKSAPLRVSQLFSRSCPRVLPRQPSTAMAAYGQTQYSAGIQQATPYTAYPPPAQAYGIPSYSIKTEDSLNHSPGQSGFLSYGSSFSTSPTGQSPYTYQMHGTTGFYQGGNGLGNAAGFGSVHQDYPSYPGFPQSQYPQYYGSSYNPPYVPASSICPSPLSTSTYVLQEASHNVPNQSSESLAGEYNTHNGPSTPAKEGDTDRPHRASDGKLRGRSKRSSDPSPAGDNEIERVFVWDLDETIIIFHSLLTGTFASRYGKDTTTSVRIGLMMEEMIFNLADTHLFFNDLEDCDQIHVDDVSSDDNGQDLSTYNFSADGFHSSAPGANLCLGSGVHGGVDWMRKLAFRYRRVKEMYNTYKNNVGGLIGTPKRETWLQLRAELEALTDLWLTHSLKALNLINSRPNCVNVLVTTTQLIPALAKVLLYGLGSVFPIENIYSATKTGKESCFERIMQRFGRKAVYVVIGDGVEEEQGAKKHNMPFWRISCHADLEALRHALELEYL
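Eya2 protein (added as 0.2 uM solution) was preincubated with compound for 10 min at ambient temperature in 50 mM HEPES pH 7.5, 50 mM NaCl, 5 uM MgCl2, 0.05% BSA, 1 mM DTT. OMFP (added at 50 uM) then reacted 10 min; fluorescence read at 485/525 nm.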
ELG1 DNA repair – blocks ELG1-dependent DNA repair in HEK293T cells; HEK293T ELG1-luciferase reporter, luminescence, 16 h; DNA damage induced by 5-fluorouridine; Potency, µM (top dose mostly 46.1 µM), for the others: top-dose activity change, negative = inhibition, hits mostly inhibitors; 330,000 tested, 2.3% active; AID 504467; also: potency is read from the fitted curve at half-maximal effect; % is scaled to controls: 0 for no effect and ±100 for the full control effect; nearly all actives have a fitted effect of over 55% in size
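Step one: seed 2,000 cells per well. Step two: pin-transfer compound or DMSO alongside 5-fluorouridine. Step three: incubate 16 hr, 37 °C, 5% CO2. Step four: add ONE-Glo, wait 30 min, read luminescence.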
TCR act – T cell receptor activation. primary human leukocytes, anti-CD3, IL-2 HTRF, 48 h. Potency, µM (titrated, usually from 9.22 µM), for the others: at the top dose activation of IL-2 secretion, hits mostly activators. AID 504894. 330,000 tested, under 10 active; also: % of control where 0% means no effect
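TCR engagement came from a-CD3 beads alone, with compounds added to primary human leukocytes for 48 hr. Secreted IL-2 bridged europium cryptate- and d2-labelled anti-IL-2 antibodies, giving FRET emission at 665nm after 320nm excitation.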
Mito fusion act – blocks mitochondrial division or promotes mitochondrial fusion | S. cerevisiae fusion-defective mutant growth rescue, CellTiterGlo 48 h | Potency, µM (highest dose often 46.1 µM), for inactives: top-dose growth rescue (activation), most hits filed as activators | 320,000 tested, 0.23% active | AID 485298;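 also: potency is read from the fitted curve at half-maximal effect; % of control where 0% means no effect; nearly all actives have a fitted effect of over 45% in size; temperature-sensitive fusion mutants such as fzo1-1 at 37 °C on non-fermentable ethanol glycerol medium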
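Read-out: ATP-based luminescence (CellTiterGlo, 10 min ambient) reporting growth of fusion-defective ts yeast after 48 hours at 37C on glycerol/ethanol YPEG medium in the presence of compound.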
Starred values were filed as active, the others as inactive; ? = inconclusive; . = no result given; [ ] = remark or other dose. Unless noted, calls follow the shape of the dose curve; as a rule, active = well fitted curve in the direction sought with a large enough effect; inconclusive = small, poorly fitted or top-dose-only effect, or another doubt; inactive = no such curve, though single readings can be large; an effect the other way counts as inactive or inconclusive.

nr | SMILES | B2AR arrestin | TSHR antag | Chronic BCR inh | TSG101-PTAP inh | USP2a block | Tb PFK inh | uPA surface inh | Eya2 phos inh | ELG1 DNA repair | TCR act | Mito fusion act
1 | CCc1ccc(NC(=O)[C@H](C)NC(=O)C2CCN(C(=O)[C@@H](NC(=O)OC(C)(C)C)C(C)C)CC2)cc1 | 0.5% | 3 | 1% | -2% | 0% | 0% | -24% | -4% | ? | -2% | -9%
2 | Cc1ccc(S(=O)(=O)c2cc3ccccc3nc2N)cc1 | -0.1% | -1 | -10% | -1% | 1% | -4% | 2% | -8% | -10% | 8% | -8%
3 | Cc1ccc(C(C(=O)NC2CCCC2)N(C(=O)Cc2cccs2)c2ccc(C)c(C)c2)o1 (configuration not stated) | 0.0% | -5 | ? | -7% | 2% | -10% | -23% | -22% | -8% | 0% | 19%
4 | Cc1ccc(C)c(NC(=O)NNS(=O)(=O)c2ccc(C)c(C)c2)c1 | 3.8% | -5 | -1% | -1% | 1% | 3% | -4% | 4% | -4% | -4% | 2%
5 | N#Cc1nc(-c2ccccc2F)oc1NCc1cccc2c1OCO2 | -0.1% | 3 | -9% | 3% | -3% | 1% | -15% | -41% | ? | -5% | 25%
6 | O=c1c2sccc2n(Cc2cc(=O)n3ccccc3n2)c(=O)n1-c1ccccc1 | -0.6% | 12 | -6% | -2% | -1% | 0% | 0% | -1% | 8% | -4% | -1%
7 | N#Cc1cc2c(nc1SCC(=O)NCc1ccc3c(c1)OCO3)CCCCC2 | -0.2% | -4 | -1% | . | 4% | -2% | 4% | -6% | -12% | . | 24%
8 | COc1cccc(NC(=O)CCC(=O)Nc2ccc3nc(N4CCOCC4)cc(C)c3c2)c1 | 0.3% | 8 | 8% | 2% | 0% | -7% | -1% | -1% | -24% | 9% | 0%
9 | COc1ccccc1C(=O)NNC(=O)c1cccc(C)c1 | -0.3% | 1 | ? | 0% | 3% | -1% | -2% | -3% | ? | . | -1%
10 | N#Cc1ccc(C(=O)NC2=NCCS2)cc1 | -0.4% | -3 | 3% | -6% | 3% | -1% | 10% | -14% | ? | -3% | 4%
11 | COc1ccccc1-n1c(C)nnc1SCC(=O)Nc1cccc(C(C)=O)c1 | -0.1% | -3 | -9% | 100%[activator] | 3% | -8% | 1% | 4% | -12% | 7% | -5%
12 | COc1ccc(CC(=O)NCC2(N3CCCCC3)CCCCC2)cc1 | -1.2% | -1 | 5% | -4% | 1% | 0% | -8% | -9% | 16% | -4% | 1%
13 | CC(C)(CNC(=O)c1ccc(-c2ccccc2Cl)o1)N1CCOCC1 | -1.8% | 9 | ? | -11% | -1% | -11% | -9% | -7% | ? | 7% | -4%
14 | COCCCN1C(=O)C(=O)/C(=C(/O)c2ccc(OCC(C)C)cc2C)C1c1cccnc1 (configuration not stated) | 0.1% | -2 | -3% | -9% | -2% | -10% | 1% | 13% | -3% | -3% | 6%
15 | COc1ccc(S(=O)(=O)NC(C)C(=O)Nc2ccccc2)cc1Cl (configuration not stated) | -1.0% | 22 | 1% | 3% | 3% | 2% | -8% | -8% | 6% | 7% | -1%
16 | COCc1cc(=O)[nH]c(Cc2c(Cl)cccc2Cl)n1 | 0.3% | -6 | 3% | -3% | 6% | 1% | 3% | -28% | 8% | -3% | 4%
17 | CN1C(=O)C2(c3ccccc31)c1c(oc3ccccc3c1=O)C(=O)N2CCO (configuration not stated) | 0.2% | -9 | 2% | -1% | -2% | 3% | 8% | 12% | 20% | -5% | -4%
18 | CN(CC(=O)Nc1cc(S(=O)(=O)N2CCOCC2)ccc1Cl)C1CCS(=O)(=O)C1 (configuration not stated) | -0.1% | 16 | -7% | -8% | 4% | 0% | -3% | 6% | 6% | -2% | 0%
19 | CCOCCCNC(=O)C1CCN(S(=O)(=O)c2cc(Br)cc3c2N(C(=O)CC)CC3)CC1 | 0.0% | 0 | -18% | -7% | 1% | 2% | -3% | 9% | ? | 1% | 8%
20 | N#Cc1cccc(NC(=O)CN2CCCCCC2)c1 | -0.4% | 7 | ? | -3% | 1% | -9% | -2% | -7% | 23% | 4% | -2%

Only uPA surface inh (6 entries from above):
no. | canonical_smiles | uPA surface inh
20 | N#Cc1cccc(NC(=O)CN2CCCCCC2)c1 | -2%
12 | COc1ccc(CC(=O)NCC2(N3CCCCC3)CCCCC2)cc1 | -8%
1 | CCc1ccc(NC(=O)[C@H](C)NC(=O)C2CCN(C(=O)[C@@H](NC(=O)OC(C)(C)C)C(C)C)CC2)cc1 | -24%
17 | CN1C(=O)C2(c3ccccc31)c1c(oc3ccccc3c1=O)C(=O)N2CCO (configuration not stated) | 8%
9 | COc1ccccc1C(=O)NNC(=O)c1cccc(C)c1 | -2%
3 | Cc1ccc(C(C(=O)NC2CCCC2)N(C(=O)Cc2cccs2)c2ccc(C)c(C)c2)o1 (configuration not stated) | -23%

More compounds follow.
nr | SMILES | B2AR arrestin | TSHR antag | Chronic BCR inh | TSG101-PTAP inh | USP2a block | Tb PFK inh | uPA surface inh | Eya2 phos inh | ELG1 DNA repair | TCR act | Mito fusion act
21 | CCN1CCN(c2ccc(NC(=O)c3cnccn3)cc2)CC1 | 0.0% | -9 | 2% | . | 0% | -1% | . | 13% | ? | . | 5%
22 | CCCCCCn1c(SCC(=O)c2ccccc2)nc2c1c(=O)[nH]c(=O)n2C | 0.0% | 8 | 3% | 1% | 1% | 1% | 7% | -28% | ? | -3% | 9%
23 | C/C(=N/NC(=O)c1cccs1)c1ccc(NC(=O)COc2ccc(Cl)cc2)cc1 | -0.4% | -6 | -1% | -2% | 3% | 6% | -2% | -4% | 2% | 4% | 2%
24 | Cc1cccc(N2C(=O)SC(N(C)c3ccccc3)C2=O)c1 (configuration not stated) | -0.8% | -4 | 8% | -3% | -1% | 3% | 6% | 15% | -2% | 0% | 0%
25 | Cc1nnc(NC(=O)c2ccc3ccccc3n2)s1 | 5.2% | 1 | ? | 1% | -2% | 2% | ? | -4% | ? | 10% | 1%
26 | CCC(CC)C(=O)Nc1ccc(Nc2ccccc2)cc1 | 0.1% | 6 | 4% | 0% | 0% | -1% | -4% | -11% | 3% | 4%[46.1 µM] | 8%
27 | COc1ccc(C(=O)N2CCN(c3ncccn3)CC2)cc1S(=O)(=O)N1CCOCC1 | 0.0% | 1 | -2% | -4% | 2% | -1% | 8% | 11% | 22% | -1% | -5%
28 | Cc1nn(CC(=O)c2cccc(Cl)c2)c(C)c1[N+](=O)[O-] | 0.3% | 6 | 4% | 1% | -1% | 7% | -6% | 8% | 23% | 5% | -4%
29 | Cc1ccccc1-n1ncc(C(C)NC(=O)c2ccco2)c1C (configuration not stated) | -0.1% | 7 | 5% | -1% | 3% | -6% | 2% | 1% | 21% | . | 2%
30 | Cc1ccc(Nc2cc(C)nc3nnnn23)cc1 | 0.2% | -1 | -14% | -8% | 1% | -2% | -1% | -4% | 16% | -1% | 6%
31 | Cc1ccc(NC(=O)c2ccccc2OCc2ccc([N+](=O)[O-])cc2)nc1 | -0.1% | -10 | ? | -1% | 2% | 4% | -20% | -17% | ? | 7% | -1%
32 | Cc1c(Nc2cc(=O)oc3ccccc23)c(=O)n(-c2ccccc2)n1C | -0.1% | 9 | 8% | -7% | 4% | 4% | -1% | 17% | 2% | . | -4%
33 | CC(NC(=O)CN1C(=O)NC2(CCCCC2C)C1=O)c1ccccc1 (configuration not stated) | -0.4% | 62 | 1% | -5% | 0% | 0% | -10% | -13% | ? | -5% | -3%

Given with two lines to a compound: part of the list above
Order of results – B2AR arrestin, TSHR antag, Chronic BCR inh, TSG101-PTAP inh, USP2a block, Tb PFK inh, uPA surface inh, Eya2 phos inh, ELG1 DNA repair, TCR act, Mito fusion act
[23] C/C(=N/NC(=O)c1cccs1)c1ccc(NC(=O)COc2ccc(Cl)cc2)cc1
→ -0.4%, -6, -1%, -2%, 3%, 6%, -2%, -4%, 2%, 4%, 2%
[24] Cc1cccc(N2C(=O)SC(N(C)c3ccccc3)C2=O)c1 (configuration not stated)
→ -0.8%, -4, 8%, -3%, -1%, 3%, 6%, 15%, -2%, 0%, 0%
